NCOA3 inh: human NCOA3 inhibition | Q9Y6Q9 | HEK293 GAL4-SRC3 luciferase reporter, luminescence | inhibition, % at 3.6 µM | 360,000 tested, 0.17% active | AID 588352;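 active = inhibition above a per-campaign cutoff, the mean of all compounds plus 3 SD, cut at about 60% in these data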;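 note: 0% = DMSO-treated cells and 100% = gossypol-treated cells at 36 µM; higher means less SRC3-driven luciferase light from the GAL4 reporter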
NOD2-RIPK2 inh: blocks binding of human NOD2 to RIPK2 | O43353 | AID 624267 | 360,000 tested, 0.38% active | CHO BLA complementation NOD2-RIPK2, CCF4 ratio | inhibition, % at 4.98 µM; in the data active = inhibition above about 21%;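 note: 0% = vehicle only and 100% = reference blocker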
SRC1 inh: inhibitors of human steroid receptor coactivator 1 (SRC1). Q15788. HEK293 GAL4-SRC1 luciferase reporter, luminescence. inhibition, % at 3.6 µM. 360,000 tested, 0.12% active;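 active = inhibition above the campaign mean plus 3 SD, with each screening campaign given its own cutoff, cut at about 60% in these data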;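 note: 0% = DMSO treated cells and 100% = gossypol at 36 µM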
TLR9-MyD88 block: inhibitors of human TLR9-MyD88 binding; 340,000 tested, 0.21% active; inhibition, % at 4.98 µM; CHO BLA complementation TLR9-MyD88, CCF4 FRET ratio; Q9NR96+Q99836;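 active = inhibition above the mean over all tested compounds plus 3 SD, cut at about 21% in these data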;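 note: 0% = DMSO only wells and 100% = clavulanate BLA inhibitor control wells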
COUP-TFII inh: blocks human COUP-TFII nuclear receptor. P24468. inhibition, % at 8.6 µM. 370,000 tested, 0.7% active. HEK293T NGFI-A luciferase reporter, luminescence;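 active = inhibition above a per-plate cutoff, mean inhibition of test wells between control levels plus 3 SD, cut at about 38% in these data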;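 note: cells cotransfected with COUP-TFII expression vector driving the NGFI-A reporter; 0% = median of COUP-TF2 test wells and 100% = reporter-only cells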
Target sequence (P24468 whole entry, looked up): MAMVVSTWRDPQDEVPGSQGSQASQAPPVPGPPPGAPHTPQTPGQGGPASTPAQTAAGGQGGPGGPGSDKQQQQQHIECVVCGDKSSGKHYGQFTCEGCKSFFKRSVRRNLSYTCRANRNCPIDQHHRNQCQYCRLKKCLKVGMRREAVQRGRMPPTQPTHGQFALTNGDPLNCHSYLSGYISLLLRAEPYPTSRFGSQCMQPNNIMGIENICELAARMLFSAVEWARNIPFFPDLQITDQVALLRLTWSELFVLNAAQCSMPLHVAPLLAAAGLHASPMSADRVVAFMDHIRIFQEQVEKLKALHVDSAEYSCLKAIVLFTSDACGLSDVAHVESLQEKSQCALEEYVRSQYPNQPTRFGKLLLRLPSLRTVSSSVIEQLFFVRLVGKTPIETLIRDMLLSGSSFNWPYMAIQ
NR5A2 inv ag: suppresses constitutive activity of human LRH-1 | O00482 | HEK293T StAR-luciferase reporter, LRH-1 transfected, 24 h | inhibition, % at 3.6 µM | 360,000 tested, 0.13% active | AID 602396;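 active = inhibition above the mean inhibition of all tested compounds plus 3 SD, cut at about 73% in these data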;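 note: 0% = DMSO wells and 100% = reporter-only cells lacking LRH-1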
Target sequence (O00482 whole entry, looked up): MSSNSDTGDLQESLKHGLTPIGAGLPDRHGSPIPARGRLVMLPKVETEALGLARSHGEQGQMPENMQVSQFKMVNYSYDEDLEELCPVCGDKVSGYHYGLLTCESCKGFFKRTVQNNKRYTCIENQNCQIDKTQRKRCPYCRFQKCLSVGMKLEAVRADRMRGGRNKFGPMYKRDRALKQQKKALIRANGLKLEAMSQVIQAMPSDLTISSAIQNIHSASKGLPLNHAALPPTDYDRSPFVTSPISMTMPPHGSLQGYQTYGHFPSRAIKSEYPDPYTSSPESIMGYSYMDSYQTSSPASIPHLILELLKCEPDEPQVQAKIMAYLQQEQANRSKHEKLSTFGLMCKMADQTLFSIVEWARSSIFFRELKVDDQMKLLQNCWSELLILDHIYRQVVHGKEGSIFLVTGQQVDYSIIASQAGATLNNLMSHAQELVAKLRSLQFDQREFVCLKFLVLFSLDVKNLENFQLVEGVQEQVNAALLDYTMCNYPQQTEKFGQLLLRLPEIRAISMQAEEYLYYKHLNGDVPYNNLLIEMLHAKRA
SRC2 inh: human SRC2 (NCOA2) inhibition. inhibition, % at 9 µM. AID 651957. HEK293 GAL4-SRC2 luciferase reporter, luminescence. 370,000 tested, 0.17% active;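 active = inhibition above the mean inhibition of all tested compounds plus 3 SD, set per campaign, cut at about 52% in these data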;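 note: 0% = DMSO treated cells and 100% = cells given Gossypol at 36 µM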
LMP1 NFkB inh: reduces LMP1-driven NF-kappaB luciferase signal. LMP1-induced NF-kappaB luciferase reporter cells, luminescence. inhibition, % at 12.5 µM. 350,000 tested, 0.69% active. AID 504558; in the data active = inhibition above about 41%;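 note: 0% = neutral control wells and 100% = reference inhibitor control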
MC4R antag cAMP: antagonists of human melanocortin 4 receptor (MC4R); AID 540295; 360,000 tested, 0.48% active; inhibition, % at 6.5 µM; MC4R-expressing cells, MTII-stimulated cAMP, LANCE TR-FRET;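 active = inhibition above its plate's cutoff, the mean of tested wells on that plate plus 3 SD, cut at about 29% in these data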;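 note: 0% = Melanotan II alone and 100% = Melanotan II plus saturating MCL0020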
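Assay system: human MC4R-expressing U2OS cells; reagent: Melanotan II stimulation of cells; dosing: 6.5 µM single dose; timing: compound 30 min, challenge 1 h, detection 1 h; signal: TR-FRET cAMP assay; replicates: one well per compound, no replicates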
ABHD5-PLIN5 inh: ABHD5-PLIN5 protein interaction inhibition. Q00G26+Q8WTS1. Split G. princeps luciferase complementation, luminescence, 4 h. inhibition, % at 4 µM. 360,000 tested, 0.78% active;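 active = inhibition above the mean inhibition across every tested compound plus 3 SD, cut at about 22% in these data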;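 note: 0% = DMSO only wells and the 100% control is not disclosed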
MC4R ag barr: human MC4R agonism via beta-arrestin | P32245 | U2OS MC4R beta-arrestin complementation, luminescence; percent of melanotan II response, DMSO zero | activation, % at 8.9 µM | 360,000 tested, 0.98% active;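 active = activation above a per-plate cutoff, the mean activation of sample wells on that plate plus 3 SD, cut at about 8% in these data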
Numbers without * were called inactive; . = not tested or not shown. Only part of the results is shown; count on the stated rates, not on these rows.

SMILES	NCOA3 inh	NOD2-RIPK2 inh	SRC1 inh	TLR9-MyD88 block	COUP-TFII inh	NR5A2 inv ag	SRC2 inh	LMP1 NFkB inh	MC4R antag cAMP	ABHD5-PLIN5 inh	MC4R ag barr
CC(C)n1cc(CN2CCC(n3nccc3NC(=O)Cc3ccccc3)CC2)cn1	-1	-7	1	-7	-13	-4	3	-3	11	0	-4.5
COc1ccc(OC(C)C(=O)N2CCc3ccccc3C2)cc1 (stereo unspecified)	4	-10	2	2	9	6	-14	3	-3	3	0.4
CC(C)(C)C(=O)NC1CCN(S(=O)(=O)c2ccccc2F)CC1	7	11	-12	18	8	-1	-3	4	2	3	-0.8
COc1cccc(C(=O)/C(C#N)=N/Nc2cccc(-c3ccnc(C)n3)c2)c1	22	-11	9	7	-18	-5	-18	18	1	4	-1.6
C=CCN(CC=C)C(=O)COn1nnc2ccc(S(=O)(=O)N3CCOCC3)cc21	20	5	5	1	-4	1	-10	2	4	-12	-4.3
CC(C)(C)NC(=O)c1oc2ccccc2c1COc1ccccc1	21	7	7	10	-10	0	-7	-8	10	-8	2.1
CCn1c(SCC(=O)OCc2ccccc2)nc2c1c(=O)n(C)c(=O)n2C	20	-6	14	0	-5	11	6	-9	-6	6	1.8
CC1CC(C)CN(C(=O)COC(=O)c2cc3ccccc3oc2=O)C1 (stereo unspecified)	-37	1	-13	-4	-20	-29	-20	-10	1	-3	0.3
CCN(CC(=O)Nc1ccc(NC(C)=O)cc1)C(=O)C1(c2ccccc2)CC1	12	-13	-2	-8	2	-5	22	1	2	4	-2.3
Cc1ccc(C)c(CN2C(=O)COc3ccccc32)c1	-3	-8	8	-12	3	-4	12	-9	0	-7	-1.8
Cc1ccc(S(=O)(=O)N2CC(O)CC2C(=O)OCC(=O)Nc2ccc([N+](=O)[O-])cc2C(F)(F)F)cc1C (stereo unspecified)	0	-3	-5	-6	6	51	4	-2	13	5	0.5
C[C@H]1CN([C@@H](C)CO)C(=O)CCCn2cc(nn2)CO[C@@H]1CN(C)C(=O)CCC(F)(F)F	4	9	-7	2	9	2	-1	4	-5	-7	0.5
CCn1c(SCC(=O)OC2CCCCC2)nnc1-c1ccncc1	13	1	3	-4	-3	23	-4	-17	0	3	0.6
CCOC(=O)c1nnn2c1nc(N1CCN(c3ccccc3)CC1)c1ccccc12	16	-10	9	-6	19	4	17	-1	14	5	-0.4
COc1cc2c(cc1OC)C(c1cccc(Cl)c1)CC(=O)N2 (stereo unspecified)	-8	-4	17	-6	2	-10	-3	9	17	2	0.4
O=C(CNS(=O)(=O)c1ccc2ccccc2c1)OCc1csc(-c2ccccc2)n1	-3	5	-20	-6	-11	-58	-31	-7	10	3	0.8
COc1ccccc1NC(=O)C(C)Sc1nnnn1C (stereo unspecified)	-1	-9	2	-2	12	4	-2	0	5	0	-2.3
COC(=O)C1=C(CS(=O)(=O)c2cc(Cl)ccc2OC)NC(=O)NC1c1ccc(O)c(OC)c1 (stereo unspecified)	8	-5	7	-7	12	4	-15	3	3	-4	0.4
COc1cccc(CN(C)CC2CCCN(CCc3ccc(Cl)cc3)C2)c1OC (stereo unspecified)	-3	4	7	2	8	1	-13	-6	12	2	0.8
NC(=O)CSc1oc(-c2ccco2)nc1S(=O)(=O)c1ccc(Cl)cc1	-10	-11	4	2	.	14	.	-3	-8	0	-0.7
COc1ccc(CCN2C(=NC(=O)CC(C)C)SC3CS(=O)(=O)CC32)cc1 (stereo unspecified)	9	-7	9	-12	-4	4	-5	7	2	9	-0.8
CCOc1ccc(S(=O)(=O)NCCSCc2ccco2)cc1	-2	-3	5	-2	-2	-5	-6	0	10	-4	-2.4
COCCNc1cc(N)c([N+](=O)[O-])cc1[N+](=O)[O-]	13	-3	-4	-2	-11	8	-7	3	-3	-4	-1.4
Cc1cc(Cl)ccc1C(=O)C1CCCN(C(=O)c2nonc2C)C1 (stereo unspecified)	7	0	15	-1	3	-7	-21	-6	4	0	1.5
O=C(Nc1ccc(Cl)cc1)Nc1nc(-c2ccccc2)cs1	4	8	6	5	-12	-28	-27	-7	-5	-5	-1.9
COc1ccc(CC(NC(C)=O)C(=O)NC2CCN(C(=O)c3ccc(OC)c(OC)c3)CC2)cc1OC (stereo unspecified)	13	4	-21	-4	9	1	-5	5	7	7	-4.8
CCOC(=O)c1cn2nc(Oc3ccccc3)ccc2n1	-71	-9	-53	.	-42	-80	-2	-14	12	1	-1.4
COC(=O)c1cccc(NC(=O)CN2CCN(Cc3ccccc3)CC2)c1	-1	-3	-2	8	1	-8	-24	5	4	-5	-1.5
CN1CCN(c2ccc(NC(=O)Cc3ccccc3)cc2)CC1	-65	4	-61	5	-7	-57	-22	-25	-3	3	1.2
CCOc1ccc(CN2CCN(Cc3ccc4cc(F)ccc4n3)CC2CCO)cc1 (stereo unspecified)	-5	-1	18	-12	6	14	-17	15	-3	11	0.8
Cc1ccc(F)c(S(=O)(=O)NC(=O)C2(C)CCN2C(=O)Cc2ccccc2)c1 (stereo unspecified)	0	5	-3	.	14	-2	-28	.	-4	-4	-1.0
Cc1cc(=O)[nH]c(SCC(=O)Nc2ccnc3ccccc23)n1	12	-10	13	4	-17	-22	2	-2	6	0	-2.1
Cc1ccc2nc(C)c(C(=O)N/N=C/c3ccc(C(=O)O)cc3)cc2c1	17	-6	8	3	13	-1	16	-6	0	4	-1.7
COC(=O)Cn1c(=O)c2c(nc3n2CCCN3CCc2ccc(OC)c(OC)c2)n(C)c1=O	-1	-13	14	0	12	20	26	6	1	5	-0.4
O=C(N/N=C1/CC(c2ccccc2)Oc2ccccc21)C1CC1 (stereo unspecified)	15	-10	6	2	-5	7	-8	-5	10	5	9.6*
O=S(=O)(NN1CCOCC1)c1ccc(Br)s1	-17	7	-5	-8	-4	-6	-5	0	3	14	-0.9

Three of the compounds above, with values ahead of the structure.
NCOA3 inh,NOD2-RIPK2 inh,SRC1 inh,TLR9-MyD88 block,COUP-TFII inh,NR5A2 inv ag,SRC2 inh,LMP1 NFkB inh,MC4R antag cAMP,ABHD5-PLIN5 inh,MC4R ag barr,mol
0,5,-3,.,14,-2,-28,.,-4,-4,-1.0,Cc1ccc(F)c(S(=O)(=O)NC(=O)C2(C)CCN2C(=O)Cc2ccccc2)c1 (stereo unspecified)
-5,-1,18,-12,6,14,-17,15,-3,11,0.8,CCOc1ccc(CN2CCN(Cc3ccc4cc(F)ccc4n3)CC2CCO)cc1 (stereo unspecified)
12,-10,13,4,-17,-22,2,-2,6,0,-2.1,Cc1cc(=O)[nH]c(SCC(=O)Nc2ccnc3ccccc23)n1

The main list resumes, starting 4 compounds before the break.
SMILES	NCOA3 inh	NOD2-RIPK2 inh	SRC1 inh	TLR9-MyD88 block	COUP-TFII inh	NR5A2 inv ag	SRC2 inh	LMP1 NFkB inh	MC4R antag cAMP	ABHD5-PLIN5 inh	MC4R ag barr
Cc1ccc2nc(C)c(C(=O)N/N=C/c3ccc(C(=O)O)cc3)cc2c1	17	-6	8	3	13	-1	16	-6	0	4	-1.7
COC(=O)Cn1c(=O)c2c(nc3n2CCCN3CCc2ccc(OC)c(OC)c2)n(C)c1=O	-1	-13	14	0	12	20	26	6	1	5	-0.4
O=C(N/N=C1/CC(c2ccccc2)Oc2ccccc21)C1CC1 (stereo unspecified)	15	-10	6	2	-5	7	-8	-5	10	5	9.6*
O=S(=O)(NN1CCOCC1)c1ccc(Br)s1	-17	7	-5	-8	-4	-6	-5	0	3	14	-0.9
CN1CCN(C2Cc3ccc(Cl)cc3Sc3ccc(F)cc32)CC1 (stereo unspecified)	16	7	6	.	-13	-4	3	.	2	10	7.2
CCN(CC)S(=O)(=O)c1cccc2cccnc12	-4	0	-12	5	-14	-12	-29	-3	-3	-4	-2.1
CC(C)CCN(C(=O)Nc1ccc(Cl)cc1)C1CCN(C(C)C)CC1	-4	-1	-6	1	-13	-9	-3	6	-2	1	-1.3
Cc1ccccc1N/C(SCc1ccc(Cl)cc1)=C(/C#N)C(N)=O	22	13	5	-6	-3	5	-20	-2	15	0	6.7
CCOc1ccccc1NC(=O)NCCc1c[nH]c2ccccc12	8	-1	-6	5	1	10	6	5	16	2	-0.1
O=C(O)C(c1ccccc1)C1(O)CCCC1 (stereo unspecified)	3	6	1	-7	2	-18	5	4	6	0	2.7
Cc1ccc(N2C(=O)CC(Sc3ccccc3C(=O)O)C2=O)cc1 (stereo unspecified)	9	-5	-6	-10	10	5	-1	-1	6	15	0.5
CCOc1nc(-c2ccccc2)ncc1Oc1ccccc1	11	-10	-4	.	4	-23	8	.	3	-31	6.6
COC(=O)c1ccc(NC(=S)NNC(=O)CC(C)C)cc1	4	4	6	-4	8	14	-25	6	10	0	-2.6
CCCc1cc(=O)oc2c(C)c(OC(C)C(=O)NCC(O)c3ccccc3)ccc12 (stereo unspecified)	10	-2	4	-6	-9	25	5	-1	-4	-2	-2.5
COC(=O)c1c(C)nc2ccccc2c1C(=O)O	-44	-9	3	-19	0	1	-37	6	3	13	0.4
Cn1cc([C@]2(O)C(=O)Nc3cccc(Cl)c32)c2ccccc21	.	-7	.	.	2	-22	-11	.	.	-2	.
C[C@H](NC(=O)[C@@H]1Cc2ccccc2CN1C(=O)OC(C)(C)C)C(=O)NCC1CCCO1 (stereo partly specified)	-4	-3	-6	2	-1	2	-25	11	6	-3	-0.7
Cc1c(C(=O)N(C)C2CCCCC2)sc2ncnc(N3CCN(c4ccccc4F)CC3)c12	20	-11	0	-6	.	-15	.	12	9	4	-0.4

Assay outcomes (PubChem)
